Myeloid diff MLP – compounds promoting myeloid differentiation; ER-HoxA9 myeloid progenitors, lysozyme-GFP differentiation, flow cytometry; calls only at 10 µM; hit rate 1% among 360,000; AID 624256;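 active = normalized GFP-positive differentiation at or above the plate's own cutoff, the solvent-only control mean plus 3 SD; inconclusive = no clear call, values can overlap the other calls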;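 also: cells exposed to compound for four days before flow analysis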
Myeloid diff MLP GFP+ MAC1+ % – also measured in Myeloid diff MLP; calls as there; GFP+ MAC1+ double positive, %; measured here: differentiation confirmed by MAC1 staining
Starred values were filed as active, the others as inactive; i = inactive; ? = inconclusive; . = not tested or not shown.

SMILES	Myeloid diff MLP	Myeloid diff MLP GFP+ MAC1+ %
Cc1ccc(OCC(=O)NNC(=O)c2ccc(-n3cncn3)c([N+](=O)[O-])c2)cc1	i	0.8
CCc1ccc(OCc2nnc(-c3ccccc3Br)o2)cc1	i	0.6
COc1ccccc1-c1ccc([C@@H]2C[C@H]3[C@@H](CN2)CON3C)cc1	i	1.7
CCOC(=O)c1ccccc1NC(=O)COC(=O)c1ccccc1C(=O)N(C)c1ccccc1	i	0.8
Cc1ccc(SCC(=O)NNC(=O)CCS(=O)(=O)c2ccccc2)cc1	i	1.0
CCCCCCN1C[C@@H](O)[C@H](n2cc(COC(=O)c3ccccc3)nn2)C[C@@H]1c1ccccc1	i	0.6
O=C1N[C@H](Cc2ccccc2)COC(=O)[C@@H](Cc2ccc(F)cc2)C/C=C\C[C@H]1CC(=O)N(CCO)Cc1ccccc1	i	0.9
COc1ccc(S(=O)(=O)N(C)CC(=O)Nc2ccc3c(c2)OCCO3)cc1	i	0.8
COC(=O)[C@]12CCCCC=C1N(Cc1ccc(Cl)cc1Cl)C(=O)[C@H](CC(=O)NCCCCc1ccccc1)C2	i	0.4
Nc1nc(N)c2cc(CNc3ccc(Cl)c(Cl)c3)ccc2n1	?	.

Of the compounds above, four have nitrogen in an aromatic ring:
SMILES	Myeloid diff MLP	Myeloid diff MLP GFP+ MAC1+ %
Cc1ccc(OCC(=O)NNC(=O)c2ccc(-n3cncn3)c([N+](=O)[O-])c2)cc1	i	0.8
CCc1ccc(OCc2nnc(-c3ccccc3Br)o2)cc1	i	0.6
CCCCCCN1C[C@@H](O)[C@H](n2cc(COC(=O)c3ccccc3)nn2)C[C@@H]1c1ccccc1	i	0.6
Nc1nc(N)c2cc(CNc3ccc(Cl)c(Cl)c3)ccc2n1	?	.

(next part)
SMILES	Myeloid diff MLP	Myeloid diff MLP GFP+ MAC1+ %
NC(=O)c1ccc(NS(=O)(=O)c2ccc(Br)s2)cc1	i	0.7
COc1cnn(-c2ccc([N+](=O)[O-])cc2)c(=O)c1Cl	i	0.0
CCCCC(=O)N(C)c1c(CC)nc2c(OCCC3CCCCC3)cccn12	i	0.8
CCCCn1c(N)c(N(CC(C)C)C(=O)COC(=O)Cc2cccc(OC)c2)c(=O)[nH]c1=O	i	0.8
CC(=O)Nc1ccc(Nc2cc(C)nc3ccccc23)cc1	i	0.3
O=c1[nH]cc(CCc2ccccc2)c(=O)[nH]1	i	1.0
CSc1ncnc2c1ncn2CC(=O)C1CCC2C3CCC4=CC(=O)CCC4(C)C3CCC12C (configuration not stated)	i	0.0
O=C(COc1ccccc1)c1ccccc1	i	0.3
COc1ccc(NS(=O)(=O)c2ccc(C)c(C(=O)NNC(=O)c3csc(N4CCOCC4)n3)c2)cc1	i	0.3
CC1CCCN(CC(=O)Nc2cc(S(=O)(=O)N3CCOCC3)ccc2N2CCCC2)C1 (configuration not stated)	i	0.5
O=C(NCc1nnnn1-c1ccc(Cl)cc1)c1ccc([N+](=O)[O-])o1	i	2.1
C[C@H](CO)N1C[C@H](C)[C@@H](CN(C)Cc2cccc(O)c2)OCc2cnnn2CCCC1=O	i	1.4
Cc1cc(F)ccc1C(O)c1ncc(-c2cccc3ccccc23)[nH]1 (configuration not stated)	i	0.5
COc1ccc(C(=O)NC(=S)NNC(=O)c2ccccc2C)cc1	i	1.2
FC(F)(F)c1ccccc1Cc1c(-c2cccc(Cl)c2)nc2ccc(Br)cn12	i	1.3
CCN1CCN(c2ccc(NC(=O)c3cc4ccccc4cc3OC)cc2C)CC1	i	2.2
CC(=O)N1CCOc2ccc(S(=O)(=O)NC[C@H]3O[C@@H](n4cnc5c(N)ncnc54)[C@H](O)[C@@H]3O)cc21	i	0.5
CCN(CC)c1ccc(S(=O)(=O)N2CCCCC2)cc1NC(=O)CSCc1c(C)noc1C	i	0.9
COC(=O)[C@@]12C[C@@H](CC(=O)NCc3ccc(OC)c(OC)c3)C(=O)N(Cc3cccc4ccccc34)C1=CCC(C)(C)C2	i	3.5
CCC1(CC)NC(=O)N(CC(=O)OC(C)C(=O)Nc2ccc(Cl)cn2)C1=O (configuration not stated)	i	0.6
COc1ccc(CN2C(=O)c3ccccc3C2=O)cc1C(=O)N(C)CC(=O)Nc1ccc(C)cc1	i	0.7
Cc1ccc(S(=O)(=O)N2CCOCC2)cc1C(=O)NCC1CCCCC1	i	0.3
Cc1cccc(NS(=O)(=O)c2ccc(C(=O)NCCCN3CCCC3=O)cc2)c1C	i	0.6
Cc1noc(NS(=O)(=O)c2ccc(NC(=O)c3cc(S(=O)(=O)Nc4ccc(F)cc4)ccc3Cl)cc2)c1C	i	1.2
CS(=O)(=O)c1cccc(C(=O)Nc2ccc(S(=O)(=O)N3CCCCC3)cc2)c1	i	0.8
O=C(CNC(=O)c1ccccc1F)NCc1ccccn1	i	0.5
CC1Cc2[nH][nH]c(=O)c2C(C2CCCC2)O1 (configuration not stated)	i	2.0
COc1ccc(C(O)c2nc(-c3cccc(C(=O)O)c3)cs2)cc1 (configuration not stated)	i	0.5
Cc1ccccc1C(=O)Nc1cc(S(=O)(=O)N2CCOCC2)ccc1N1CCN(C)CC1	i	0.7
CN(C)CCCN(C(=O)c1ccc(S(=O)(=O)N2CCCC2)cc1)c1nc2c(F)cc(F)cc2s1	i	0.5

Record cards, from the list above. Values in the order: Myeloid diff MLP | Myeloid diff MLP GFP+ MAC1+ %
COc1ccc(CN2C(=O)c3ccccc3C2=O)cc1C(=O)N(C)CC(=O)Nc1ccc(C)cc1 in the list: i | 0.7
CN(C)CCCN(C(=O)c1ccc(S(=O)(=O)N2CCCC2)cc1)c1nc2c(F)cc(F)cc2s1 in the list: i | 0.5
COc1ccc(C(O)c2nc(-c3cccc(C(=O)O)c3)cs2)cc1 (configuration not stated) in the list: i | 0.5

Later entries
SMILES	Myeloid diff MLP	Myeloid diff MLP GFP+ MAC1+ %
C#CCOCCOCCOCCNc1nc(N2CCN(C(=O)CCCCCCCCCCNC(=O)Cn3cc(CCCCCN)nn3)CC2)nc(N2CCN(C(=O)CCCCCCCCCCNC(=O)[C@@H](CCC(=O)O)n3cc(CCCCCN)nn3)CC2)n1	i	0.9
CN(C(=O)C1CCCN1S(=O)(=O)c1ccc(Cl)cc1)c1ccccc1 (configuration not stated)	i	0.1
CC(C)C[C@@H](CN1CCC[C@H]1CN1C(=O)C(=O)NC[C@@H]1Cc1ccc(O)cc1)N1C[C@H](Cc2ccccc2)N(CCc2ccccc2)C(=O)C1=O	i	1.1
COc1ccccc1C1CC(=O)Oc2cc(O)ccc21 (configuration not stated)	i	1.6
Cc1cccc(N2N=C(C(=O)Nc3ccc(Cl)c(S(=O)(=O)N4CCOCC4)c3)CCC2=O)c1	i	0.3
O=[N+]([O-])c1ccc(S(=O)(=O)NN=CCCc2ccccc2)cc1	i	2.3
CC(C)COC(=O)N(C)C[C@H]1OCc2cn(nn2)CCCC(=O)N([C@H](C)CO)C[C@@H]1C	i	0.7
CCCS(=O)(=O)NC(=O)C1(C)CCN(C(=O)c2cc(OC)c(OC)c(OC)c2)C1 (configuration not stated)	i	0.5
CCN(CC)c1ccc(N=C2C=CC(=O)C=C2NC(C)=O)cc1	i	2.3
COC1OC2COC(c3ccccc3)OC2C2OC(c3ccccc3)OC12 (configuration not stated)	i	0.3
CC(NC(=O)COC(=O)CNC(=O)c1ccccc1Cl)C1CC2CCC1C2 (configuration not stated)	i	0.6
COc1ccc(CNC(=O)C2(C)Cc3c(-c4cccc(C(N)=O)c4)ccnc3O2)cc1OC (configuration not stated)	i	1.5
COc1cccc(/C=C/C(=O)OCC(=O)NCC2CCCCC2)c1OC	i	0.5
Cc1cc(C(C)(C)C)ccc1OC(=O)C1=CC=CN2CCS(=O)(=O)N=C12	i	1.3
COc1ccccc1CNC(=O)CN1C(=O)NC2(CCCCCCC2)C1=O	i	0.4
C=CCNc1nc2cc(-c3cccc(NC(C)=O)c3)sc2c(=O)n1C	i	1.3
CC(C)(C)OC(=O)NCCCCCO	i	1.4
O=C(NCc1ccccc1F)Nc1nnc([C@@H]2C[C@H](O)[C@@H](CO)O2)s1	i	1.7
CN(C)CCN(Cc1ccco1)c1ccccn1	i	1.0
O=C1c2ccccc2C(c2nnnn2-c2ccc3c(c2)OCCO3)N1CCc1c[nH]c2ccccc12 (configuration not stated)	i	1.3

Rewritten with two lines to a compound: entries from further up.
Screens in order – Myeloid diff MLP, Myeloid diff MLP GFP+ MAC1+ %
- CN(C)CCN(Cc1ccco1)c1ccccn1
  i, 1.0
- COc1cccc(/C=C/C(=O)OCC(=O)NCC2CCCCC2)c1OC
  i, 0.5

Remaining list, next part:
SMILES	Myeloid diff MLP	Myeloid diff MLP GFP+ MAC1+ %
Cc1ccn2c(=O)nc(SCC(=O)Nc3ccc4c(c3)OCO4)nc2c1	i	0.9
O=C1c2ccccc2C(=O)N1CCCN1C(=O)c2ccccc2C1=O	i	0.6
CSc1ncccc1C(=O)OCC(=O)N(C)c1c(N)n(Cc2ccccc2)c(=O)[nH]c1=O	i	0.7
COc1ccc(-c2cc3cc(OC)c(OC)cc3cn2)cc1	i	0.5
O=C(CN1C(=O)NC2(CCCC2)C1=O)Nc1cc(C(F)(F)F)ccc1N1CCCCC1	i	1.9
C[C@H](CO)N1C[C@H](C)[C@@H](CN(C)C(=O)Nc2ccccc2)Oc2ccc(NC(=O)Cn3cnnn3)cc2C1=O	i	1.3
CCOc1ccc(C(=O)CCC(=O)NN2C(=O)NC3(CCCCC3)C2=O)cc1	i	1.1
c1ccc(CNn2nnc3ccccc32)cc1	i	0.9
CC(O)(c1ccc(F)c(F)c1)c1nc(-c2ccc3ccccc3c2)cs1 (configuration not stated)	i	1.1
CC1CCCN(S(=O)(=O)c2ccc(NC(=O)[C@@H]3CCCN3C(=O)c3cccs3)cc2)C1 (some centres not stated)	i	0.4
CC(=O)NC(c1cccc(F)c1)c1nc(-c2cnn(C)c2)cs1 (configuration not stated)	i	0.8
CC(O)[C@H]1CNCCN1CCc1cccc2ccccc12 (some centres not stated)	i	0.9
O=C(NCCN1C(=O)S/C(=C\c2ccccc2F)C1=O)C1CC(=O)N(Cc2ccccc2)C1 (configuration not stated)	i	0.2
CCCN(C(=O)/C=C/c1nc2ccccc2s1)C1CCS(=O)(=O)C1 (configuration not stated)	i	0.9
C#CCOCCOCCOCCNc1nc(N2CCN(C(=O)CCCCCCCCCCNC(=O)[C@H]([C@@H](C)CC)n3cc(CCCCN=C(N)N)nn3)CC2)nc(N2CCN(C(=O)CCCCCCCCCCNC(=O)[C@H](CO)n3cc(CCCCCN)nn3)CC2)n1	i	1.1
Cc1ccc(NC(=O)Cc2nc(-c3c[nH]c(C(=O)N4CCCC4)c3)cs2)c(C)c1	i	0.9
CCCCn1c(N)c(N(CC)C(=O)c2cccc(S(=O)(=O)N3CCCc4ccccc43)c2)c(=O)[nH]c1=O	i	0.6
Cc1cccc(OCC(=O)NCc2n[nH]c(=O)c3ccccc23)c1	i	0.7
N#C/C(=C/c1ccc(OC(=O)c2ccc(Br)s2)cc1)c1nc2ccccc2[nH]1	i	2.3
Cc1cccc(C(=O)NNC(=O)c2ccc(NS(=O)(=O)c3cccs3)cc2)c1C	i	2.5
O=C(COC(=O)COc1ccc2c(c1)CCC2)Nc1ccccc1C(F)(F)F	i	0.8
CCCCN(C(=O)C1CCCC1)c1c(N)n(CC(C)C)c(=O)[nH]c1=O	i	1.2
Cc1ccc(S(=O)(=O)N2CCN(C(=O)c3ccc(-n4cncn4)c([N+](=O)[O-])c3)CC2)cc1	i	0.2
COc1ccc(C(C(=O)Nc2c(C)cccc2C)n2c(=O)c(-c3ccccc3)nc3ccccc32)cc1 (configuration not stated)	i	1.3
CC(C)c1ccc(CN2CCC(C)(Oc3ccc(Cl)cc3)C2)cc1 (configuration not stated)	i	1.4
Cc1ccc(-c2nc(N)nc(N)n2)c(C)c1	i	1.4
CN(CC(=O)Nc1ccc(Cl)cc1)C(=O)C1=COCCO1	i	0.2
Clc1ccc2nc(-c3cccc(SC4CCCCC4)c3)c(NCc3ccccc3)n2c1	i	0.8
O=C(Nc1ccc(N2CCOCC2)c(S(=O)(=O)Nc2ccccc2Cl)c1)c1ccc(F)cc1	i	0.9
CCOc1ccc(NC(=O)CN(C)C(=O)c2ccc(-c3ccc(C(C)=O)cc3)o2)cc1OCC	i	0.8
CC(C)Cn1c(N)c(C(=O)COC(=O)[C@H](C)NC(=O)c2ccccc2Cl)c(=O)n(C)c1=O	i	0.4
COc1cc(SC)ccc1C(=O)OCC(=O)NCCC1=CCCCC1	i	0.1
COc1ccccc1N1CC(C(=O)NCC2COc3ccccc3O2)CC1=O (configuration not stated)	i	1.8
CCCS(=O)(=O)NC(=O)C1(C)CCCN(C(=O)c2ccnc(Cl)c2)C1 (configuration not stated)	i	0.4
CC(Oc1ccc(S(=O)(=O)N2CCCC2)cc1[N+](=O)[O-])C(=O)N(C)c1ccccc1 (configuration not stated)	i	1.0
COc1cc(O)c(C=Nc2ccccc2NS(=O)(=O)c2ccc(C)cc2)c(OC)c1	i	2.1
CC(C)(C)OC(=O)C[C@@H]1C/C=C\C[C@@H](CC(=O)N[C@H](CO)Cc2ccccc2)C(=O)NC[C@H](c2ccccc2)OC1=O	i	0.4
COc1ccc(-c2csc(Nc3ccc(Oc4ccccc4)cc3)n2)cc1	i	1.0
COc1ccc(CCNC(=O)C(=O)NCC2CCCN2S(=O)(=O)c2ccccc2)cc1OC (configuration not stated)	i	1.3
CCCCN(C(=O)c1cccc(-n2cnnn2)c1)c1c(N)n(CC(C)C)c(=O)[nH]c1=O	i	0.7
C[C@@H]1CN([C@H](C)CO)C(=O)CCCn2nncc2CO[C@H]1CN(C)Cc1cccc(O)c1	i	0.4

Assay outcomes as filed in PubChem BioAssay.

These rows are one share of the data; count on the stated rates, not on these rows.
